Screening results deposited in PubChem by The Scripps Research Institute Molecular Screening Center.
PAFAH1B3 FP inh – inhibitors of human PAFAH1B3 | Q15102 | recombinant PAFAH1B3, FP-rhodamine probe, fluorescence polarization | inhibition, % at 3.39 µM | actives 0.28% (n = 340,000);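 active means inhibition above the screen-wide average of all tested compounds plus 3 SD, cut at about 25% in these data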;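 further: 0% = enzyme with DMSO only and 100% = wells lacking PAFAH1B3 protein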
ZTA counter – blocks Epstein-Barr virus ZTA, an EBNA-1 counter-screen; P03206; ZTA-DNA binding, fluorescence polarization; inhibition, % at 11 µM; actives 0.15% (n = 320,000); in the data active means inhibition above about 33%
GSTO1 counter – GSTO1 inhibition, counter-screen for RBBP9 inhibitors; P78417; recombinant GSTO1, activity-based probe fluorescence polarization; inhibition, % at 5.96 µM; actives 1.1% (n = 300,000); AID 1974;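 active means inhibition above the campaign mean inhibition plus 3 SD, cut at about 35% in these data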;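 further: 0% = GSTO1-1 with DMSO and 100% = wells lacking GSTO1-1 enzyme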
LYPLA2 inh – counter-screen for PME1 inhibitors: inhibitors of human LYPLA2. O95372. recombinant LYPLA2, FP-Rh probe fluorescence polarization. inhibition, % at 5.9 µM. actives 0.38% (n = 320,000);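 active means inhibition above the screen-wide mean plus 3 SD, limit set per campaign, cut at about 26% in these data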;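 further: 0% = LYPLA2 with DMSO and 100% = wells lacking LYPLA2 enzyme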
PREPL inh – inhibits the human prolyl oligopeptidase-like enzyme. actives 0.68% (n = 320,000). recombinant PREPL, fluorescence polarization activity-based probe. AID 2751. inhibition, % at 5.96 µM. Q4J6C6; in the data active means inhibition above about 43%;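 further: 0% = enzyme with DMSO and 100% = wells lacking enzyme; many of its hits are not listed in these tables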
Target sequence (Q4J6C6 whole entry, looked up): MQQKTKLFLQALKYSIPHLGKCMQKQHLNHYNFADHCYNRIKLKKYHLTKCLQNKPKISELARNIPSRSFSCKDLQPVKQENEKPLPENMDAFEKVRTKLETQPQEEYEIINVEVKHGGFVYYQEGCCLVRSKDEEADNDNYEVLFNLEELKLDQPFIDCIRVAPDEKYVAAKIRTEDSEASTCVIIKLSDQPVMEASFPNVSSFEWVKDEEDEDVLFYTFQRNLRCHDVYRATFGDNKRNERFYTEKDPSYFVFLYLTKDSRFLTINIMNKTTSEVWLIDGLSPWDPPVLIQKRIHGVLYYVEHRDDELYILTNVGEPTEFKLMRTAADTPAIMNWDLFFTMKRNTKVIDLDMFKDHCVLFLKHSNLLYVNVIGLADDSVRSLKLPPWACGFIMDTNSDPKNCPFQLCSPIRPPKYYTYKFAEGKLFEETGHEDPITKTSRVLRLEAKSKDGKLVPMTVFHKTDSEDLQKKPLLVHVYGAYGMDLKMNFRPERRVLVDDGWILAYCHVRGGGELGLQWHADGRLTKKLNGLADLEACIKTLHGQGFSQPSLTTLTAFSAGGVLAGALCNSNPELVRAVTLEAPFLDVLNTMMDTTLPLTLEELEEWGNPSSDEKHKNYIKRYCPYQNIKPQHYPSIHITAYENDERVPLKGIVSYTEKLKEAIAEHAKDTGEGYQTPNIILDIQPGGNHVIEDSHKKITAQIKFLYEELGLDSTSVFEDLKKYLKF
EBNA-1 inhibitor – blocks EBNA-1 binding to DNA; EBNA-1 DNA binding, fluorescence polarization; inhibition, % at 14.8 µM; actives 0.34% (n = 300,000); AID 1950; in the data active means inhibition above about 28%
PAFAH2 FP inh – inhibitors of human PAFAH2 | actives 0.99% (n = 340,000) | AID 492956 | inhibition, % at 3.39 µM | Q99487 | recombinant PAFAH2, FP-rhodamine activity probe, fluorescence polarization;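 active means inhibition above the mean over all tested compounds plus 3 SD, cut at about 30% in these data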;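 further: inhibitors block probe labeling of enzyme so polarization drops; 0% = enzyme with DMSO and 100% = wells lacking PAFAH2 protein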
LYPLA1 counter – LYPLA1 (human) inhibition in PME1 counter-screen | O75608 | recombinant LYPLA1, FP-Rh probe fluorescence polarization | inhibition, % at 5.9 µM | actives 0.16% (n = 320,000) | AID 2174;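 active means inhibition above the mean of all tested compounds plus 3 SD, set per campaign, cut at about 14% in these data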;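 further: inhibitors block serine hydrolase probe labeling of LYPLA1 so polarization falls; 0% = enzyme with DMSO and 100% = wells lacking LYPLA1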
Target sequence (O75608 whole entry, looked up): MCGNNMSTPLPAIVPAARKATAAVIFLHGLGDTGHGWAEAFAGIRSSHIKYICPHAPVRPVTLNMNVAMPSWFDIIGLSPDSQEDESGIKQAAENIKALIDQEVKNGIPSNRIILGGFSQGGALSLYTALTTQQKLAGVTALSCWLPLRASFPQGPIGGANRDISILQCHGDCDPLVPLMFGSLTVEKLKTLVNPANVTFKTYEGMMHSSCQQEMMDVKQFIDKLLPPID
PAD4 FP inh – inhibitors of human PAD4. Q9UM07. recombinant PAD4, RCA probe fluorescence polarization. inhibition, % at 6.36 µM. actives 0.41% (n = 330,000). AID 485272;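 active means percent inhibition above a cutoff equal to the mean of all tested compounds plus 3 SD, cut at about 15% in these data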;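 further: 0% = PAD4 with RCA probe and DMSO and 100% = probe without PAD4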
* = called active by the depositor; / = no result given.

Below each compound – PAFAH1B3 FP inh, ZTA counter, GSTO1 counter, LYPLA2 inh, PREPL inh, EBNA-1 inhibitor, PAFAH2 FP inh, LYPLA1 counter, PAD4 FP inh
1: O=C(c1cc(-c2cccnc2)nc2ccc(Cl)cc12)N1CCC2(CC1)OCCO2
    2, 12, 4, -2, 4, 0, -5, -4, -5
2: Cc1cc(C(=O)C[N+]23CCN(CC2)CC3)c(C)n1-c1ccc(Br)cc1
    -2, 5, 9, -2, 13, 9, 10, 4, -4
3: COc1ccc(CN2CCCC(C(=O)c3ccc(Cl)cc3)C2)c(O)c1 (configuration not stated)
    9, 8, 9, 6, -13, 0, -11, -1, -1
4: CCC(C)N1C(=O)NC(=O)C2(Cc3cc(C)ccc3N(C)C2)C1=O (configuration not stated)
    -2, -3, 13, -1, 9, 8, 2, -2, -25
5: C=CCn1c(O)c(C(C)=NCC2CCCO2)c(=O)[nH]c1=O (configuration not stated)
    /, -3, 4, 1, 1, -2, /, 0, -5
6: Cc1ccc(OCC(=O)N2CCN(CC3CC4C=CC3C4)CC2)cc1 (configuration not stated)
    2, -10, 7, 12, 15, -1, -4, 2, 2
7: O=C1CN=C(c2ccc(Cl)cc2)c2oc3ccccc3c2N1
    /, 3, 16, -3, 10, 14, /, -2, -1
8: Cn1c(O)c(C(c2ccccn2)c2c(O)n(C)c(=S)n(C)c2=O)c(=O)n(C)c1=S
    2, -1, 3, 2, 1, 2, 3, -4, -2
9: COc1ccc(NC(=O)N2CCC3(CC2)OCCO3)cc1OC
    -9, 6, 5, -8, 13, 2, 8, -1, 0
10: CCC(C)n1c(O)c(C(c2ccccn2)c2c(O)n(C(C)CC)c(=S)[nH]c2=O)c(=O)[nH]c1=S (configuration not stated)
    11, 2, 22, -7, -5, 7, 1, -5, -8
11: Cc1c(C)c2ccc(OCC(=O)N3CCC(C(=O)O)(c4ccccc4)CC3)c(C)c2oc1=O
    -2, -10, -7, 4, 13, -7, 8, 0, -1
12: COC(=O)C(O)(c1c(C)[nH]c2ccccc12)C(F)(F)F (configuration not stated)
    1, -9, 13, 5, 4, 0, -9, 4, -2
13: CNC(=O)ON(C(=O)NC)C1N(C)C(=S)SC1(C)C (configuration not stated)
    4, -1, -2, 3, 6, -3, 6, -2, -3
14: C[C@]12CCC3[C@@H](CCC4=CC(=O)CC[C@@]43CO)C1CCC2=O (some centres not stated)
    7, 8, 3, 3, -5, -1, 6, 1, -4
15: Cc1nc2ccc(Cl)cc2c(=O)n1-c1ccccc1Cl
    1, -14, -4, 3, -11, 0, 0, 1, 6
16: C[n+]1ccc(-c2ccccc2)c2ccccc21
    8, -4, 0, -1, 9, 4, 6, -1, -4
17: Cc1ccc(N2C(=O)NC(=O)/C(=C\c3cnc(-c4ccccc4)nc3)C2=O)cc1
    4, 8, 10, -4, 10, 5, 3, -4, 6
18: O=C(COc1ccc(Br)cc1)N1CCN(C2CCCC2)CC1
    0, 16, -8, 9, 12, 6, 2, 0, -3
19: O=C(COc1ccc2ccc(=O)oc2c1)N1C[C@H]2C[C@@H](C1)c1cccc(=O)n1C2
    4, -2, 3, 0, -1, 10, 0, 0, 0
20: CC(=NCCCN1CCOCC1)c1c(O)n(-c2ccccc2C)c(=O)[nH]c1=O
    0, 5, 1, 5, 1, 6, -3, 0, 12
21: O=C(O)CN1C(=O)CN=C(c2ccccn2)c2cc(Cl)ccc21
    0, -18, 6, -6, -5, -6, -1, 0, -5
22: Oc1ccc(Cl)cc1
    -2, /, /, /, 9, /, -5, /, -3
23: O=C(Cc1ccccc1)OCc1ccccc1
    0, 9, /, -1, 9, /, 4, -3, -2
24: O=C(COC(=O)Cc1ccccc1)NC(=O)NC1CCCCC1
    7, 11, 2, 1, -1, -9, 10, 0, -1
25: COc1cc(OC)cc(-n2nc(C(=O)N3CCC4(CC3)OCCO4)c3ccccc3c2=O)c1
    -5, 10, -1, -9, 4, 11, 1, -1, 3
26: O=[N+]([O-])c1ccc(O)c([N+](=O)[O-])c1
    8, 9, 3, -1, 4, 3, 1, 3, 1
27: CCOc1ccccc1CN1C2CCC1CC(c1ccc(C)cc1)C2 (configuration not stated)
    4, -9, 6, 9, 10, -14, -2, 6, -4
28: O=C(CCCN1CCC2(CC1)C(=O)NCN2c1ccccc1)c1ccc(F)cc1
    8, 22, 4, 6, -4, 8, 3, -1, -4
29: COc1ccc(C(CC(=O)N2CCC3(CC2)OCCO3)NS(=O)(=O)c2ccc(C)cc2)cc1 (configuration not stated)
    1, 13, -3, 1, -2, 3, -3, 0, 0
30: COc1c(O)ccc2c1-c1c3c(cc4c1C(C2)N(C)CC4)OCO3 (configuration not stated)
    3, 1, 3, -4, 7, -3, 0, -4, -2

Overlap with the part before: 2 compounds, followed by the next part.
Below each compound – PAFAH1B3 FP inh, ZTA counter, GSTO1 counter, LYPLA2 inh, PREPL inh, EBNA-1 inhibitor, PAFAH2 FP inh, LYPLA1 counter, PAD4 FP inh
29: COc1ccc(C(CC(=O)N2CCC3(CC2)OCCO3)NS(=O)(=O)c2ccc(C)cc2)cc1 (configuration not stated)
    1, 13, -3, 1, -2, 3, -3, 0, 0
30: COc1c(O)ccc2c1-c1c3c(cc4c1C(C2)N(C)CC4)OCO3 (configuration not stated)
    3, 1, 3, -4, 7, -3, 0, -4, -2
31: CN1CCC(N(C)c2nc(-c3ccccc3)nc3ccccc23)CC1
    2, -4, 3, -2, 1, 8, 5, -2, 2
32: O=C(c1ccc(N2CCCCCC2)c([N+](=O)[O-])c1)N1CCC2(CC1)OCCO2
    9, 2, -1, 2, 0, 5, 11, -2, -3
33: CCCC(C)C1(CC)C(=O)NC(=Nc2ccccc2OC)NC1=O (configuration not stated)
    0, -4, 5, 5, 9, 8, -2, 6, -3
34: O=c1[nH]c(=S)n(Cc2ccco2)c(O)c1C=NCc1cccs1
    3, 5, 2, -6, 11, 0, 15, -4, -8
35: COc1ccc(P2(=O)Nc3ccccc3N2)cc1
    13, 11, 13, -5, 39, -16, -1, -4, -2
36: COc1ccc(C(CNC(=O)c2ccc3c(c2)CCC3)N(C)C)cc1 (configuration not stated)
    -4, -9, 4, 4, 4, 10, 17, 3, -1
37: COc1cc2c(cc1OC)C(C(=O)N(C)C1CCCCC1)C1CCCCN1C2=O (configuration not stated)
    9, 16, 1, 1, 2, 5, -1, -6, -2
38: O=C(Nc1cccnc1)c1c(O)c2c(n(Cc3ccccc3)c1=O)CCCC2
    1, -11, 5, 0, 0, -2, 5, 0, -7
39: CN(C)C(=Nc1ccccc1)P(=S)(N(C)C)N(C)C
    0, 2, 1, -5, 1, -5, 1, -2, -2
40: O=C(Cc1ccccc1)N1CCN(Cc2cccc(Br)c2)CC1
    -8, 8, -1, 2, 14, -5, -1, 3, -1
41: CCOC(=O)C1(CCc2ccccc2)CCN(C2CCSCC2)CC1
    12, 23, 3, -3, -28, -20, 4, -2, -1
42: Cc1cc(=O)oc2cc(OCC(=O)N3CCN(Cc4ccc5c(c4)OCO5)CC3)ccc12
    2, -20, -2, 4, 0, -20, 3, 2, -6
43: Cc1ccc(C2CC(=O)C(C=NCCN3CCN(C(=O)Cc4ccccc4)CC3)=C(O)C2)cc1 (configuration not stated)
    5, -3, 7, 1, 20, -15, -3, -1, 0
44: CN(C)c1ccc(NC(=O)CN2C(=O)CN=C(c3ccccc3)c3ccccc32)cc1
    4, 11, -2, -6, 1, 11, 0, 1, -4
45: CCCCCCn1c(=O)c(C(=O)Nc2nc(CC(=O)OCC)cs2)c(O)c2ccccc21
    15, -5, 18, -1, -2, -12, 6, -2, 3
46: C=CCn1c(O)c(/C=N/NC(=O)CCCC)c(=O)[nH]c1=S
    -3, 5, 0, -1, -3, 0, 4, -2, -3
47: CCN1C[C@@]2(COC)C3[C@@H](OC)[C@H]4[C@@H]1[C@@]3(C1C[C@H]3[C@H](OC(C)=O)C1[C@]4(OC(C)=O)C[C@H]3OC)[C@@H](OC)C[C@H]2OC(C)=O (some centres not stated)
    /, 10, 4, 3, -4, 9, /, -5, 0
48: Nc1c(C(=O)NCCN2CCOCC2)c2nc3ccccc3nc2n1Cc1ccccc1
    9, -7, 4, -7, 19, -4, -4, -4, -17
49: COc1ccc(F)cc1C(=O)C1CCCN(Cc2cnc(C)s2)C1 (configuration not stated)
    10, 10, 0, 5, 12, 0, -2, 2, -3
50: CCCCN1C(=O)NC(=O)C2(Cc3cc(C)ccc3N(C)C2)C1=O (configuration not stated)
    3, -5, -12, -1, 7, 0, 10, -2, 2
51: Cc1cccc(OP(=O)(NCc2ccccc2)Oc2cccc(C)c2)c1
    0, 11, -4, 2, 0, 7, 4, -1, 2
52: CC1(C)OC(c2ccccc2)=C/C(=C/C=C2C(=O)NC(=O)NC2=O)O1
    -207, 16, -49, -210, -107, 1, -177, -108, -6
53: CN(C)S(=O)(=O)c1cc(NC(=O)C[N+]23CCN(CC2)CC3)ccc1Cl
    7, 2, 9, -4, -2, 3, -5, -2, 0
54: COC(=O)c1ccc(N2CCN(C)CC2)c([N+](=O)[O-])c1
    5, -17, 18, 4, 18, 1, 1, -1, 0
55: C#CCOc1cc(C2C3=C(COC3=O)Nc3cc4c(cc32)OCO4)ccc1OC (configuration not stated)
    -4, 0, 2, 3, 4, 6, 2, 0, 3
56: CN1C2CCC1C(C(=O)O)C(O)C2 (configuration not stated)
    4, /, /, /, 7, /, -7, /, -7
57: CCCCn1c(=O)c(C(=O)Nc2ccccc2N)c(O)c2ccccc21
    11, -13, 9, 0, 0, -2, 4, 2, 1
58: CC(C)c1ccc(OCC(=O)N2CCN(C)CC2)c(Br)c1
    3, 6, 4, -13, 11, -8, 3, -5, 6
59: CCC1=Nc2cc(C(=O)N3CCC4(CC3)OCCO4)ccc2Sc2ccc(C)cc21
    1, -12, 4, 8, 10, 7, 16, 2, 2
60: Cc1ccc(N2C(=O)NC(=O)/C(=C\c3cc(C)n(-c4cc(C(=O)O)cc(C(=O)O)c4)c3C)C2=O)cc1
    9, 20, 8, 0, -6, -5, 10, -3, 0

Gathered by group, the entries above containing a carbonyl joined to an NH by a bond outside any ring (11)
Below each compound – PAFAH1B3 FP inh, ZTA counter, GSTO1 counter, LYPLA2 inh, PREPL inh, EBNA-1 inhibitor, PAFAH2 FP inh, LYPLA1 counter, PAD4 FP inh
9: COc1ccc(NC(=O)N2CCC3(CC2)OCCO3)cc1OC
    -9, 6, 5, -8, 13, 2, 8, -1, 0
13: CNC(=O)ON(C(=O)NC)C1N(C)C(=S)SC1(C)C (configuration not stated)
    4, -1, -2, 3, 6, -3, 6, -2, -3
24: O=C(COC(=O)Cc1ccccc1)NC(=O)NC1CCCCC1
    7, 11, 2, 1, -1, -9, 10, 0, -1
36: COc1ccc(C(CNC(=O)c2ccc3c(c2)CCC3)N(C)C)cc1 (configuration not stated)
    -4, -9, 4, 4, 4, 10, 17, 3, -1
38: O=C(Nc1cccnc1)c1c(O)c2c(n(Cc3ccccc3)c1=O)CCCC2
    1, -11, 5, 0, 0, -2, 5, 0, -7
44: CN(C)c1ccc(NC(=O)CN2C(=O)CN=C(c3ccccc3)c3ccccc32)cc1
    4, 11, -2, -6, 1, 11, 0, 1, -4
45: CCCCCCn1c(=O)c(C(=O)Nc2nc(CC(=O)OCC)cs2)c(O)c2ccccc21
    15, -5, 18, -1, -2, -12, 6, -2, 3
46: C=CCn1c(O)c(/C=N/NC(=O)CCCC)c(=O)[nH]c1=S
    -3, 5, 0, -1, -3, 0, 4, -2, -3
48: Nc1c(C(=O)NCCN2CCOCC2)c2nc3ccccc3nc2n1Cc1ccccc1
    9, -7, 4, -7, 19, -4, -4, -4, -17
53: CN(C)S(=O)(=O)c1cc(NC(=O)C[N+]23CCN(CC2)CC3)ccc1Cl
    7, 2, 9, -4, -2, 3, -5, -2, 0
57: CCCCn1c(=O)c(C(=O)Nc2ccccc2N)c(O)c2ccccc21
    11, -13, 9, 0, 0, -2, 4, 2, 1

A portion of the library; the hit share may differ from the screen's.
